Assay outcomes as filed in PubChem BioAssay.
Mtb BioA inh = inhibitors of Mycobacterium tuberculosis BioA enzyme; AID 602481; actives 0.096% (n = 360,000); purified M. tuberculosis BioA enzyme, plate reader; inhibition, % at 9.99 µM; in the data active = inhibition above about 40%
An asterisk follows results filed as active.

SMILES,Mtb BioA inh
C[C@@H]1CN([C@@H](C)CO)C(=O)Cc2cc(NC(=O)C3CCCCC3)ccc2O[C@H]1CN(C)C(=O)Nc1cccc2ccccc12,-0.7
CN1CCN(C(=O)C[C@H]2CC[C@@H]3[C@H](COC[C@@H](O)CN3C(=O)C3CC3)O2)CC1,-1.8
CO[C@H](CN(C)C(=O)c1ccccc1F)[C@@H](C)CN([C@@H](C)CO)S(=O)(=O)c1ccccc1,-0.7
C[C@@H]1CN([C@H](C)CO)C(=O)Cc2cc(NC(=O)Nc3ccc4c(c3)OCO4)ccc2O[C@H]1CN(C)S(=O)(=O)c1cccs1,0.2
C[C@@H]1CN([C@@H](C)CO)S(=O)(=O)c2ccc(Br)cc2O[C@H]1CN(C)Cc1cccc(F)c1,-2.4
C[C@H]1CCCCO[C@H](CN(C)C(=O)Nc2ccc(C(F)(F)F)cc2)[C@@H](C)CN([C@@H](C)CO)C(=O)c2cc(NC(=O)CCC(F)(F)F)ccc2O1,-1.5
Cc1ccc(S(=O)(=O)N2C[C@H](O)COC[C@@H]3O[C@@H](CC(=O)NCC4CCCCC4)CC[C@H]32)cc1,-1.7
Cc1cccc(-c2ccc([C@@H]3[C@H]4CN(CCC(F)(F)F)CCCCN4[C@H]3CO)cc2)c1,-3.4
CNC(=O)C[C@@H]1CC[C@@H]2[C@H](COC[C@@H](O)CN2Cc2ccncc2)O1,0.8
N#C[C@H]1[C@@H](c2ccc(/C=C/c3ccccc3)cc2)[C@@H](CO)N1C(=O)C1CC1,-0.6
C[C@@H]1CN([C@@H](C)CO)C(=O)c2cc(NS(=O)(=O)c3cn(C)cn3)ccc2O[C@H]1CN(C)Cc1ccccc1,-1.1
C[C@H]1CN([C@@H](C)CO)C(=O)c2cccc(NC(=O)Nc3ccc4c(c3)OCO4)c2O[C@@H]1CN(C)S(=O)(=O)c1cn(C)cn1,0.2

Among those listed so far, these have four or more nitrogen atoms:
SMILES,Mtb BioA inh
C[C@@H]1CN([C@@H](C)CO)C(=O)Cc2cc(NC(=O)C3CCCCC3)ccc2O[C@H]1CN(C)C(=O)Nc1cccc2ccccc12,-0.7
C[C@@H]1CN([C@H](C)CO)C(=O)Cc2cc(NC(=O)Nc3ccc4c(c3)OCO4)ccc2O[C@H]1CN(C)S(=O)(=O)c1cccs1,0.2
C[C@H]1CCCCO[C@H](CN(C)C(=O)Nc2ccc(C(F)(F)F)cc2)[C@@H](C)CN([C@@H](C)CO)C(=O)c2cc(NC(=O)CCC(F)(F)F)ccc2O1,-1.5
C[C@@H]1CN([C@@H](C)CO)C(=O)c2cc(NS(=O)(=O)c3cn(C)cn3)ccc2O[C@H]1CN(C)Cc1ccccc1,-1.1
C[C@H]1CN([C@@H](C)CO)C(=O)c2cccc(NC(=O)Nc3ccc4c(c3)OCO4)c2O[C@@H]1CN(C)S(=O)(=O)c1cn(C)cn1,0.2

New compounds follow:
SMILES,Mtb BioA inh
C[C@@H]1CCCCO[C@@H](CN(C)Cc2ccc(C(=O)O)cc2)[C@H](C)CN([C@@H](C)CO)C(=O)c2cc(NS(=O)(=O)c3cn(C)cn3)ccc2O1,-0.9
CCCNC(=O)C[C@@H]1CC[C@H]2[C@H](COc3ccc(NS(=O)(=O)CC)cc3C(=O)N2C)O1,-3.0
O=C(CCN1CCCCC1)N[C@H]1C=C[C@H](CC(=O)N2CCC(Cc3ccccc3)CC2)O[C@@H]1CO,3.3
CCCNC(=O)[C@H]1[C@H](CO)[C@H]2Cn3c(cccc3=O)[C@@H]1N2CCC,-1.6
C[C@H]1CN([C@@H](C)CO)C(=O)c2cc(/C=C/c3ccccc3)cnc2O[C@@H]1CN(C)S(=O)(=O)c1cccs1,0.8
COc1cccc(NC(=O)N[C@@H]2C=C[C@@H](CC(=O)NCc3ccncn3)O[C@H]2CO)c1,1.6
O=C(CCN1CCCCC1)N[C@H]1CC[C@H](CCn2cc(-c3ccccc3)nn2)O[C@H]1CO,4.0
COc1ccc(S(=O)(=O)N(C)C[C@@H]2OCCCC[C@H](C)Oc3ccc(NC(=O)c4ccccc4)cc3C(=O)N([C@H](C)CO)C[C@@H]2C)cc1,-0.1
C[C@@H]1CN([C@@H](C)CO)C(=O)c2cc(C#CC3(O)CCCC3)cnc2O[C@@H]1CN(C)C(=O)C1CCCCC1,5.9
C[C@H](CO)N1C[C@H](C)[C@H](CN(C)S(C)(=O)=O)Oc2c(NC(=O)Nc3cccc4ccccc34)cccc2C1=O,2.5
O=C(C[C@H]1CC[C@@H]2[C@H](COC[C@@H](O)CN2C(=O)Nc2ccc(Cl)cc2)O1)NCCc1ccncc1,-0.1
Cc1ccccc1-c1ccc2c(c1)O[C@@H](CN(C)Cc1ccncc1)[C@@H](C)CN([C@H](C)CO)S2(=O)=O,-4.2

More records follow.
SMILES,Mtb BioA inh
CNC(=O)C[C@@H]1CC[C@@H]2[C@H](COc3ccc(NC(=O)Nc4ccc(F)c(F)c4)cc3C(=O)N2C)O1,32
CN1C(=O)c2cc(NC(=O)C3CCCCC3)ccc2OC[C@H]2O[C@H](CC(=O)NCCc3ccncc3)CC[C@@H]21,-0.6
CCCC(=O)Nc1ccc2c(c1)OC[C@H](C)N(Cc1ccccc1F)C[C@@H](C)[C@@H](OC)CN(C)C2=O,4.8
CN1C(=O)c2cc(NC(=O)c3ccc(F)cc3)ccc2OC[C@H]2O[C@@H](CC(=O)O)CC[C@@H]21,12
CC(C)NC(=O)Nc1ccc2c(c1)C(=O)N([C@@H](C)CO)C[C@H](C)[C@H](CN(C)S(=O)(=O)c1cn(C)cn1)OCCCC[C@@H](C)O2,0.5
O=C(Nc1cccc(Cl)c1)N[C@H]1CC[C@@H](CCn2cc(Cc3ccccc3)nn2)O[C@H]1CO,2.5
C[C@H]1CN([C@@H](C)CO)C(=O)Cc2cc(NC(=O)Cn3cnnn3)ccc2O[C@H]1CN(C)C(=O)Nc1ccc2c(c1)OCO2,-0.1
CN(C)C(=O)c1cccc(-c2ccc3c(c2)[C@H]2[C@H](CCN2C(=O)c2ccccc2)[C@@H](CO)N3C)c1,4.4
C[C@H](CO)N1C[C@H](C)[C@H](CN(C)S(=O)(=O)c2cccs2)Oc2ccc(NS(=O)(=O)c3ccc(F)cc3)cc2C1=O,0.4
C[C@@H]1CN([C@@H](C)CO)C(=O)c2cc(NC(=O)Nc3cccc4ccccc34)ccc2O[C@@H](C)CCCCO[C@@H]1CN(C)Cc1ccccc1,1.0
C[C@H]1CN([C@@H](C)CO)C(=O)c2cc(NS(C)(=O)=O)ccc2O[C@@H]1CN(C)Cc1ccncc1,-2.0
C[C@@H]1CN([C@H](C)CO)C(=O)c2cc(NC(=O)c3ccncc3)ccc2O[C@@H](C)CCCCO[C@@H]1CN(C)C(=O)C1CCCCC1,2.8

Next section
SMILES,Mtb BioA inh
Cn1cnc(S(=O)(=O)N[C@H]2CC[C@@H](CC(=O)Nc3ccc(-c4ccccc4)cc3)O[C@H]2CO)c1,0.4
CC(C)NC(=O)N(C)C[C@H]1Oc2ccc(NS(=O)(=O)c3ccc(Cl)cc3)cc2C(=O)N([C@H](C)CO)C[C@@H]1C,-2.4
C[C@H]1CN([C@@H](C)CO)C(=O)c2cccc(NC(=O)C3CCCCC3)c2O[C@@H]1CN(C)Cc1ccc(-c2ccccc2)cc1,-2.2
COc1ccc(-c2ccc([C@H]3[C@@H](CO)N(C(=O)C4CCC4)[C@H]3C#N)cc2)cc1,-2.9
O=C(NC[C@H]1[C@H](c2ccccc2)[C@@H](CO)N1C(=O)Cc1ccncc1)C1CCC1,-3.0
CCCC#Cc1ccc2c(c1)O[C@@H](CN(C)C(=O)CC)[C@H](C)CN([C@H](C)CO)S2(=O)=O,1.5
C[C@@H]1CN([C@H](C)CO)C(=O)c2cc(NS(=O)(=O)c3ccccc3)ccc2O[C@@H](C)CCCCO[C@H]1CN(C)S(=O)(=O)c1ccc(F)cc1,-5.2
C[C@H]1CN([C@@H](C)CO)C(=O)c2cc(NS(=O)(=O)c3ccccc3)ccc2O[C@@H]1CN(C)C(=O)NC1CCCCC1,-1.3
O=C(C[C@@H]1CC[C@@H]2[C@H](COC[C@H](O)CN2C(=O)Nc2cccc(Cl)c2)O1)NCCCN1CCOCC1,-0.7
O=C(C[C@H]1C[C@H]2c3cc(NS(=O)(=O)c4ccc(F)cc4)ccc3O[C@H]2[C@@H](CO)O1)NCc1cc(F)ccc1F,-2.5
COCC#Cc1ccc([C@@H]2[C@H](CO)N3CCCCN(C(=O)CN(C)C)C[C@@H]23)cc1,0.2
CC(C)CC#Cc1cnc2c(c1)C(=O)N([C@@H](C)CO)C[C@@H](C)[C@H](CN(C)C(=O)Nc1ccccc1F)O2,-0.8

(further entries)
SMILES,Mtb BioA inh
Cc1ccc(-c2ccc([C@H]3[C@H]4CN(C(=O)c5ccc(F)cc5)CCCCN4[C@H]3CO)cc2)cc1,-1.7
COC(=O)C[C@H]1C[C@@H]2c3cc(NC(=O)c4cccnc4)ccc3O[C@@H]2[C@H](CO)O1,6.9
C[C@@H]1CCCCO[C@H](CN(C)Cc2ccc3c(c2)OCO3)[C@@H](C)CN([C@@H](C)CO)C(=O)c2cc(NS(C)(=O)=O)ccc2O1,34
C[C@H](CO)N1C[C@H](C)[C@@H](CN(C)S(C)(=O)=O)Oc2ccc(NC(=O)NC3CCCCC3)cc2CC1=O,-0.2
C[C@@H]1CN([C@H](C)CO)C(=O)Cc2cc(N(C)C)ccc2O[C@H]1CN(C)C(=O)Nc1ccc(F)cc1,-2.9
C[C@@H]1CCCCO[C@H](CN(C)Cc2ccc(C(=O)O)cc2)[C@@H](C)CN([C@H](C)CO)C(=O)c2cc(NS(=O)(=O)c3cccs3)ccc2O1,-2.8
C[C@H](NC(=O)C[C@@H]1C=C[C@@H](NC(=O)c2cccnc2)[C@@H](CO)O1)c1ccccc1,-4.1
C[C@@H]1CN([C@H](C)CO)C(=O)c2cc(N(C)C)ccc2O[C@@H](C)CCCCO[C@H]1CN(C)S(C)(=O)=O,-2.4
C[C@H]1CN([C@@H](C)CO)C(=O)c2cccc(NC(=O)c3nc4ccccc4s3)c2O[C@@H]1CN(C)S(=O)(=O)c1ccccc1,-1.3
C[C@H](CO)N1C[C@H](C)[C@@H](CN(C)C(=O)Cc2ccccn2)Oc2ncc(-c3ccncc3)cc2C1=O,7.8
Cc1ccc(S(=O)(=O)N[C@@H]2CC[C@@H](CCn3cc(C4(O)CCCC4)nn3)O[C@@H]2CO)cc1,-2.9
O=C(C[C@@H]1CC[C@@H](NS(=O)(=O)c2ccc(F)cc2)[C@@H](CO)O1)N1CCN(c2ccccc2)CC1,0.6

Fetched one by one from above:
SMILES,Mtb BioA inh
C[C@@H]1CCCCO[C@H](CN(C)Cc2ccc3c(c2)OCO3)[C@@H](C)CN([C@@H](C)CO)C(=O)c2cc(NS(C)(=O)=O)ccc2O1,34
C[C@@H]1CCCCO[C@H](CN(C)Cc2ccc(C(=O)O)cc2)[C@@H](C)CN([C@H](C)CO)C(=O)c2cc(NS(=O)(=O)c3cccs3)ccc2O1,-2.8
C[C@@H]1CN([C@H](C)CO)C(=O)Cc2cc(N(C)C)ccc2O[C@H]1CN(C)C(=O)Nc1ccc(F)cc1,-2.9
C[C@@H]1CN([C@H](C)CO)C(=O)c2cc(N(C)C)ccc2O[C@@H](C)CCCCO[C@H]1CN(C)S(C)(=O)=O,-2.4
C[C@H](NC(=O)C[C@@H]1C=C[C@@H](NC(=O)c2cccnc2)[C@@H](CO)O1)c1ccccc1,-4.1

(continued)
molecule	Mtb BioA inh
CN1c2ccc(-c3ccccc3)cc2[C@H]2[C@H](CCN2C(=O)c2ccc(F)cc2)[C@H]1CO	4.5
C[C@@H]1CN([C@H](C)CO)C(=O)c2cc(C#C[C@@H](C)O)cnc2O[C@@H]1CN(C)C(=O)c1ccc(F)cc1	-4.6
C[C@H](CO)N1C[C@H](C)[C@H](CN(C)Cc2ccc(C(=O)O)cc2)Oc2ccc(NC(=O)NC3CCCCC3)cc2C1=O	1.8
COCC(=O)N1CCCCN2[C@@H](CO)[C@H](c3ccc(C#Cc4ccc(OC)cc4)cc3)[C@@H]2C1	-3.3
C[C@@H]1CN([C@@H](C)CO)C(=O)c2cc(NC(=O)Nc3ccc(F)cc3)ccc2O[C@H]1CN(C)C(=O)Nc1cccc2ccccc12	3.0
Cc1noc(C)c1NC(=O)Nc1ccc2c(c1)CC(=O)N([C@H](C)CO)C[C@H](C)[C@@H](CN(C)CC1CC1)O2	0.6
O=C(N[C@@H]1CC[C@@H](CCn2cc(-c3ccc(F)cc3)nn2)O[C@@H]1CO)c1cnccn1	-0.8
CCC(=O)Nc1ccc2c(c1)OC[C@H](C)N(C(=O)COC)C[C@@H](C)[C@H](OC)CN(C)C2=O	-2.4
COC(=O)C[C@@H]1C[C@H]2c3cc(NS(=O)(=O)c4ccc(F)cc4)ccc3O[C@H]2[C@H](CO)O1	0.6
C[C@H](CO)N1C[C@H](C)[C@H](CN(C)C(=O)Nc2cccc3ccccc23)Oc2ccc(NC(=O)Nc3ccccc3)cc2CC1=O	1.0

Next section
molecule	Mtb BioA inh
C[C@H]1CN([C@@H](C)CO)S(=O)(=O)c2ccc(-c3ccc(F)cc3)cc2O[C@H]1CN(C)C	1.3
CNC(=O)C[C@H]1CC[C@@H]2[C@H](COC[C@H](O)CN2C(=O)Nc2ccc(Cl)c(Cl)c2)O1	8.8
COc1ccccc1S(=O)(=O)N[C@@H]1CC[C@@H](CCNC(=O)C2CCOCC2)O[C@@H]1CO	-0.8
Cc1noc(C)c1NC(=O)Nc1ccc2c(c1)C(=O)N(C)[C@@H]1CC[C@H](CC(=O)N(C)C)O[C@@H]1CO2	1.5
C[C@H](CO)N1C[C@H](C)[C@H](CN(C)CC2CC2)Oc2ccc(NS(=O)(=O)c3ccc(Cl)cc3)cc2CC1=O	3.2
CO[C@@H]1CN(C)C(=O)c2ccc(NC(=O)c3ccno3)cc2OC[C@H](C)N(S(C)(=O)=O)C[C@@H]1C	-1.9
COCC#Cc1cnc2c(c1)C(=O)N([C@@H](C)CO)C[C@H](C)[C@@H](CN(C)C(=O)c1ccc(F)cc1)O2	0.7
C[C@@H]1CN([C@@H](C)CO)C(=O)c2cccc(NC(=O)c3nc4ccccc4s3)c2O[C@@H]1CN(C)C(=O)Nc1ccccc1	-2.3
CO[C@H]1CN(C)C(=O)c2cc(NC(=O)C3CCCC3)ccc2OC[C@@H](C)NC[C@@H]1C	0.6
COc1ccc(NC(=O)Nc2ccc3c(c2)CC(=O)N([C@H](C)CO)C[C@@H](C)[C@H](CN(C)Cc2ccncc2)O3)cc1	1.7
C[C@H](CO)N1C[C@H](C)[C@H](CN(C)Cc2ccc3c(c2)OCO3)Oc2ccc(NC(=O)Cn3cnnn3)cc2CC1=O	3.8

Not all compounds are listed. The share of hits here may be higher or lower than overall.
